Assay outcomes (PubChem BioAssay)
KCNQ2 inh: KCNQ2 potassium channel inhibitors, primary screen, cell-based, CHO-K1, FluxOR thallium flux, B-score (AID 2156) | B-score at 10 µM | 310,000 tested, 1.1% active | 20 min; stronger effect = lower value;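 active means fluorescence ratio B-score at most minus 3 library SDs, with starting brightness B-score within 2 library SDs, cut at about -5.5 in these data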
CHT block: inhibitors of human choline transporter CHT. Q9GZV3. CHT-expressing cells, membrane potential dye, choline response; stronger effect = lower value. B-score at 10 µM. 310,000 tested, 0.86% active. AID 488975;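 active means B-score over 3 SD under the library average, and starting fluorescence ratio not unusually high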;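 further: choline stimulus applied at its EC90 after an EC20 pre-addition; B-score computed on integrated fluorescence ratio after choline addition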
Target sequence (Q9GZV3 whole entry, looked up): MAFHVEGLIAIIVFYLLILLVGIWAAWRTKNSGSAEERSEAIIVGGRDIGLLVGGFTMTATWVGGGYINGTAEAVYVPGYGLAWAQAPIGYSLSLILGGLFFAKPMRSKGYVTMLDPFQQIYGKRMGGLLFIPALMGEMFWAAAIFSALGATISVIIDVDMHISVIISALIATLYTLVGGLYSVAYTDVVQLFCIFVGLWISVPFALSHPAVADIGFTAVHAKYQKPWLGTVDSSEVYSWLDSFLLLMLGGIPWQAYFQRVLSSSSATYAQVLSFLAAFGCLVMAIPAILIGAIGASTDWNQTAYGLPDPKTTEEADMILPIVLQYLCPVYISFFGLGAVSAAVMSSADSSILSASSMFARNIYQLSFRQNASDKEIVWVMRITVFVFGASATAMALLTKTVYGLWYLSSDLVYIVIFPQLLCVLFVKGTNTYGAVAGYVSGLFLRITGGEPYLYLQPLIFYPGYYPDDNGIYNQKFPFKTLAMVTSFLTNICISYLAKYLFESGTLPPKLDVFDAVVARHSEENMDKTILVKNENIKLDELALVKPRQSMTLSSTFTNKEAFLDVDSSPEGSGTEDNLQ
Kir21 block: inhibitors of mouse Kir2.1 inward-rectifier potassium channel | P35561 | HEK293-Kir2.1, FluxOR thallium flux fluorescence; stronger effect = lower value | B-score at 10 µM | 310,000 tested, 0.85% active;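 active means fluorescence ratio B-score at or below minus 3 SD of library scores, with starting-brightness B-score within 2 SD, cut at about -4.2 in these data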;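 further: channel flux triggered by added potassium and thallium sulfate stimulus; B-score of peak minus minimum fluorescence over baseline after thallium stimulus; more negative B-score means stronger Kir2.1 block with less thallium influx; some compounds called inactive have numbers as strong as hits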
Target sequence (P35561 whole entry, looked up): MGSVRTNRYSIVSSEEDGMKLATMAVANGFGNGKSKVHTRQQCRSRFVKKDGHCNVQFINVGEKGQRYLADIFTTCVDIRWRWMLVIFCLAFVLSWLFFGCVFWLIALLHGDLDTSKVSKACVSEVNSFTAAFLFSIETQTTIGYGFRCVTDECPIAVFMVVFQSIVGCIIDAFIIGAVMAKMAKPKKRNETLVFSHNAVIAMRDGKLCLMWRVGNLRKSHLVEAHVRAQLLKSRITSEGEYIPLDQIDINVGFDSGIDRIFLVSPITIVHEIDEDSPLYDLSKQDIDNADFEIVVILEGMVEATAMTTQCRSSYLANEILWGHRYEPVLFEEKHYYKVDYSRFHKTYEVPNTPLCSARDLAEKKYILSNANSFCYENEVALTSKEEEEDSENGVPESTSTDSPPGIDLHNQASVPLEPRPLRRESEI
Starred values were filed as active, the others as inactive; i = inactive; x = no result given.

SMILES | KCNQ2 inh | CHT block | Kir21 block
O=C1CC(c2ccc(Br)cc2)NC(c2ccc(Br)cc2)C1c1ccccc1 (stereo unspecified) | -5.7* | i | 0.01
O=C(CNCc1cccnc1)Nc1cc(C(F)(F)F)ccc1N1CCOCC1 | i | i | 0.91
Cn1cc(Cl)c(C(=O)OCC(=O)c2ccccc2)n1 | i | i | 0.66
CSCCC1C(=O)OC2(C)CC(C)(C)NC(=S)N12 (stereo unspecified) | i | i | -0.42
O=C(O)CCCn1cc(NC(=O)c2cc(F)c(F)cc2Cl)cn1 | i | i | 1.8
CC1CCCCC1NC(=O)COC(=O)CNC(=O)c1cccc(F)c1 (stereo unspecified) | i | i | -0.8
Cn1c(=O)c(C(=O)COC(=O)c2cc(-c3ccco3)nc3ccccc23)c(N)n(Cc2ccccc2)c1=O | i | i | 0.91
CCOC(=O)C1(CC)NC(c2ccco2)C2C(=O)N(c3ccc(C)cc3)C(=O)C21 (stereo unspecified) | i | i | -0.76
CC(=O)Nc1ccc(S(=O)(=O)N2CCN(C(=O)c3ncoc3-c3ccccc3C)CC2)cc1 | i | i | 0.48
O=C(N/N=C/c1cc([N+](=O)[O-])ccc1Cl)c1cc(-c2ccccc2)nc2ccccc12 | i | i | -0.66
Cc1nc2ncnn2c(N2CCN(C(c3ccccc3)c3ccccc3)CC2)c1C | i | i | -0.06
CC(C)CCN1C(=O)C2(OCCCO2)c2cc(Cl)ccc21 | i | i | -0.06

The last two entries of the section above are carried over, then new ones follow:
SMILES | KCNQ2 inh | CHT block | Kir21 block
Cc1nc2ncnn2c(N2CCN(C(c3ccccc3)c3ccccc3)CC2)c1C | i | i | -0.06
CC(C)CCN1C(=O)C2(OCCCO2)c2cc(Cl)ccc21 | i | i | -0.06
Cc1ccc(/C=C/C(=O)NC2=NCCS2)cc1 | i | i | 0.06
COc1ccccc1CN=c1c([N+](=O)[O-])nn(-c2ccc3c(c2)OCCO3)n1O | i | i | 0.09
O=C(O)c1cccc(S(=O)(=O)N2CCN(C(c3ccccc3)c3ccccc3)CC2)c1 | i | i | 1.3
CCc1c(C)[nH]c(C(=O)OCc2ccccc2)c1C | i | x | -1.5
CC1(C)CC(=O)C(C=Nc2ccc(NC3=C(C#N)C(=O)CC(C)(C)C3)cc2)=C(O)C1 | i | i | -0.96
COc1ccc(-c2nc(NC(=O)c3ccccc3)sc2-c2ccc([N+](=O)[O-])cc2)cc1 | i | i | -1.3
Cc1ccc(S(=O)(=O)N2CCN(C(=O)COC(=O)Cc3cccc(C(F)(F)F)c3)CC2)c(C)c1 | i | i | 1.6
O=C(c1ccccc1F)N1CCN(c2cnn(-c3cccc(Cl)c3)c(=O)c2Cl)CC1 | i | i | 2.2
CCn1ncc(/C=N\NC(=O)c2csc3ccccc23)c1C | i | i | 0.77
COc1ccccc1C(=O)NC(=O)CSc1nncn1C | i | i | 2
CN(/N=C/c1ccc([N+](=O)[O-])o1)c1ccccc1 | i | -5.7* | -0.37
Cc1ccc(-n2nc3c(N4CCC(C(=O)NCCc5ccccc5C)CC4)nnc(C)c3c2C)cc1 | i | i | 1.6
O=S(=O)(Nc1ccc(Cc2ccncc2)cc1)c1cccs1 | i | i | 1.4
CCn1cc(/C=N/O)c(C)n1 | i | i | 1.1
O=C(Nc1ccncc1)Nc1cccc(F)c1 | i | i | 1.1
CCCCC(=O)Nc1ccc(NC(=O)c2cnccn2)cn1 | i | i | -1.7
Cn1c(CN2CCN(C(=O)c3ccccc3)CC2)nc2cc([N+](=O)[O-])ccc21 | i | i | 1.7
CN(C)C=NC(=O)c1cc(C(=O)c2ccc(Cl)cc2)c[nH]1 | i | i | 0.71
COc1ccc(-c2nc(CCl)cs2)cc1 | i | i | -0.91
CNc1nc(-c2ccccc2)[n+](-c2ccc(C)cc2)s1 | i | i | -3.8
N#Cc1c(/N=C\c2ccc(O)c([N+](=O)[O-])c2)sc2c1CCCC2 | i | i | -1
CS(=O)(=O)NCCNC(=O)c1cc(OCC(F)(F)F)ccc1OCC(F)(F)F | i | i | 0.26
CC1CCC(NCC(=O)Nc2cccc(S(N)(=O)=O)c2)CC1 (stereo unspecified) | i | i | -0.18
Cc1nc(NC(=O)c2ccco2)sc1-c1csc(Nc2ccc(Cl)cc2)n1 | i | i | 0.35
CCN(CC)CCN(C(=O)c1ccc([N+](=O)[O-])cc1)c1nc2c(OC)cccc2s1 | i | i | -0.52
CCOc1c(C(=O)CC)cc2c(C)cc(=O)oc2c1C | i | i | -3
CCc1nc(NC(=O)Cc2csc(C)n2)sc1C(=O)OC | i | i | -0.14
S=C(NCCc1ccccn1)Nc1ccc(Cl)cc1 | i | i | -0.01
CN(C)c1ccc(N=Nc2ccccc2C(=O)OCC(=O)N(C)C2CCCCC2)cc1 | i | i | -2
O=c1[nH]nc(N/N=C/c2ccccc2OC(F)F)c(=O)[nH]1 | i | i | 0.09
CN(C(=O)CCN1C(=O)c2ccccc2C1=O)c1ccccc1 | i | i | 0.26
Cc1ccc(-n2ncc3c(=O)n(CC(=O)N(C)C)cnc32)cc1C | i | i | 1.5
C=CCN(CC=C)C(=O)Nc1ccc2nc(C)sc2c1 | i | i | 0.29
CCOP(=O)(OCC)C(O)c1cc(OC)c(OC)c(OC)c1 (stereo unspecified) | i | i | 0.01
Cc1ccc(C(=O)N/C(=C\c2cn(S(=O)(=O)N(C)C)c3ccccc23)C(=O)NCCCN2CCOCC2)cc1 | i | i | 0.39
CC(C)CCNC(=O)NC(=O)CSc1nnc(-c2ccccc2Br)o1 | i | i | 0.87
COc1ccc(-c2noc(=O)n2Cc2ccccc2Cl)cc1 | i | i | -1.9
COc1ccc(-c2nnc3ccc(SCC(N)=O)nn23)cc1OC | i | i | 1.6
CCOC(=O)c1cc(C#N)c(SCC(=O)O)[nH]c1=O | i | i | -0.4
Cc1cc(Cl)ccc1OCC(=O)N1CCCCC1 | i | i | 0.12
CCOc1cc(/C=N\Nc2ccc([N+](=O)[O-])cc2)ccc1OCC(=O)Nc1ccc(C)c(C)c1 | i | i | 1.9
COCC(C)n1c(C)cc(C(=O)CSc2ncccn2)c1C (stereo unspecified) | i | i | 1.1
C/C(=N\NC(=S)NC1CCCCC1)c1cccs1 | i | i | 0.05
Cc1nnc(N2CCOCC2)c2ccccc12 | i | i | 0.37
NC(=O)c1cc(S(=O)(=O)NCCCc2ccco2)cs1 | i | i | -1.4
CCOc1ccc(-c2nnc3sc(COc4ccccc4)nn23)cc1 | i | i | -0.44
CC(C)(C)OC(=O)N1CCC(C(=O)O)CC1 | i | i | 0.46
COC(=O)c1c(C)oc(C)c1S(=O)(=O)N(Cc1ccccc1)C(C)C | i | i | 0.34

Of the compounds above, four have a COOH group:
SMILES | KCNQ2 inh | CHT block | Kir21 block
O=C(O)CCCn1cc(NC(=O)c2cc(F)c(F)cc2Cl)cn1 | i | i | 1.8
O=C(O)c1cccc(S(=O)(=O)N2CCN(C(c3ccccc3)c3ccccc3)CC2)c1 | i | i | 1.3
CCOC(=O)c1cc(C#N)c(SCC(=O)O)[nH]c1=O | i | i | -0.4
CC(C)(C)OC(=O)N1CCC(C(=O)O)CC1 | i | i | 0.46

Continued.
SMILES | KCNQ2 inh | CHT block | Kir21 block
Cc1ccc(CN2CCN(C/C(Cl)=C/c3ccccc3)CC2CCO)o1 (stereo unspecified) | i | i | -0.13
Cc1ccc2c(c1)N(C(=O)CCC(=O)NCCN1CCOCC1)CC(C)O2 (stereo unspecified) | i | i | 0.98
C=CCn1c(SCC(N)=O)nc2nc3c(cc2c1=O)COC(C)(C)C3 | i | i | 1.7
Cc1ccc2nsnc2c1NC(=O)COc1ccccc1F | i | i | 1.8
CCCCC1CC(CSc2ncn[nH]2)OC1=O (stereo unspecified) | i | i | 1
Cc1cc2oc(C(=O)N(Cc3ccccc3)c3ccccn3)cc(=O)c2cc1Cl | i | i | 0.12
CCc1c(C)nc2ncnn2c1N1CCC(C(=O)N2CCN(c3ccc(F)cc3)CC2)CC1 | i | i | -1.9
COc1ccc2cc(C(C)c3nc4ccccc4c(=O)n3N)ccc2c1 (stereo unspecified) | i | i | -1.3
COc1ccc(CCNC(=O)/C(C#N)=C/c2ccc(OCC(=O)NCC3CCCO3)cc2)cc1OC (stereo unspecified) | i | i | 1.6
Cc1cccc(CN2C3=NCCCN3c3ccccc32)c1 | i | i | -0.43
Cc1ccc(CNC(=O)COc2cc(O)c3c(c2)OC(C)(C)CC3=O)cc1 | i | i | 0.3
Cc1ccccc1-c1ncc(CN2CCN(C3CCCC3)C(CCO)C2)cn1 (stereo unspecified) | i | i | 0.2
Cc1sc2ncn(CC(=O)N3CCCC(C)C3)c(=O)c2c1S(=O)(=O)N1CCCCC1 (stereo unspecified) | i | i | -1.3
CC(C)C(=O)Nc1cccc(C(=O)Nc2ccc(S(=O)(=O)Nc3nccs3)cc2)c1 | i | i | -1.2
CCOC(=O)N1CCN(C(=O)c2ccc3c(=O)n(Cc4ccccc4)c(=S)[nH]c3c2)CC1 | i | i | -0.92
Cc1cc(/C=C2\SC(=S)N(Cc3ccco3)C2=O)c(C)n1-c1cccnc1 | i | x | 0.65
CCc1c(C)nc2c(C#N)c(C)[nH]n2c1=O | i | i | 0.91
COc1ccc(S(=O)(=O)n2nc(C)c(S(=O)(=O)N3CCOCC3)c2C)cc1OC | i | i | 0.1
CCC(CC)C1=NN2C(=N)/C(=C\c3cc(C)n(-c4cccc(C)c4)c3C)C(=O)N=C2S1 | i | i | 0.5
Cn1ncc(Br)c1C(=O)N1CCCC1 | i | i | -2.5
Cc1cc2nc(-c3cccc(NC(=O)c4ccc(Br)o4)c3C)oc2cc1C | i | i | -1.3
Cc1c(N2C(=O)c3cccc4cccc(c34)C2=O)cnn1C | i | i | -0.67
O=C(O)c1c(C(=O)O)c(-c2ccc(F)cc2)n2c1CCC2 | i | i | 0.54
C#CCNC(=O)C(C)c1ncc(C(F)(F)F)cc1Cl (stereo unspecified) | i | i | 1.7

Copied from the results shown (four entries):
SMILES | KCNQ2 inh | CHT block | Kir21 block
Cc1sc2ncn(CC(=O)N3CCCC(C)C3)c(=O)c2c1S(=O)(=O)N1CCCCC1 (stereo unspecified) | i | i | -1.3
CC(C)C(=O)Nc1cccc(C(=O)Nc2ccc(S(=O)(=O)Nc3nccs3)cc2)c1 | i | i | -1.2
CCOC(=O)N1CCN(C(=O)c2ccc3c(=O)n(Cc4ccccc4)c(=S)[nH]c3c2)CC1 | i | i | -0.92
Cc1cc(/C=C2\SC(=S)N(Cc3ccco3)C2=O)c(C)n1-c1cccnc1 | i | x | 0.65

New compounds follow
SMILES | KCNQ2 inh | CHT block | Kir21 block
O=C(CSc1ccc(-c2ccc(Br)cc2)nn1)N1CCOCC1 | i | i | -0.1
COc1cc2c(cc1O)C(SC)=NC(C)(C)C2 | i | i | -2.6
O=[N+]([O-])c1cccc(CSC2=NCCN2S(=O)(=O)c2ccccc2)c1 | i | i | -4.8
CN(C)S(=O)(=O)c1ccc(C(=O)NCc2ccco2)cc1 | i | i | 0.51
CN(C)S(=O)(=O)c1cccc(C(=O)NCC2CCCCC2)c1 | i | i | 0.49
CC1(c2ccc(OC(F)F)cc2)NC(=O)N(CC(=O)Nc2ccc(OC(F)F)cc2)C1=O (stereo unspecified) | i | i | -1.2
COc1ccc2[nH]c(C(=O)N3CCNCC3)cc2c1OC | i | x | -1.5
CC(=O)Oc1ccc(C(=O)[C@H]2[C@H]3C(=O)N(c4ccc(C)cc4)C(=O)[C@H]3[C@@H]3C=CC=NN32)cc1 | i | i | 0.14
c1ccc(CSCCc2ccncc2)cc1 | i | i | -0.9
CN(CC1CCN(CCc2cccc(C(F)(F)F)c2)CC1)C(=O)c1ccc(F)cc1F | i | i | 0.96
O=C(NNS(=O)(=O)c1ccc(F)cc1)c1cccc(O)c1 | i | i | 0.37
CCCCCn1c(=O)c(F)cn(Cc2ccc(OC)c([N+](=O)[O-])c2)c1=O | i | -7.6* | 0.79
Cc1cc(C(=O)N(C)C)sc1-c1ccccc1 | i | i | 0.4
CCOc1ccc(NC(=O)CN2C(=O)C3CCCN3C2=O)cc1 (stereo unspecified) | i | i | 0.2
COc1ccc(NC(=O)NNC(=O)c2ccc(Cl)cc2Cl)cc1OC | i | i | -0.35
COC(=O)C/C=C/[C@@H](C)[C@@H](/C=N/OC[C@H]1O[C@H](c2ccccc2)C=C[C@@H]1Oc1ccc(OC)cc1)OC | -6.9* | i | -1.6
COc1ccc(NS(=O)(=O)c2cc(NC(=O)C3CC3)ccc2N2CCOCC2)cc1 | i | i | 0.53
CC(=O)Nc1ccc(S(=O)(=O)N(C2=NCC(C)S2)c2ccccc2)cc1 (stereo unspecified) | i | i | -1.3
Fc1cccc(Cl)c1CNc1ccc(N2CCCC2)cc1 | i | i | 0.58
O=C(c1ccccc1-n1cccc1)N1N=C(C(F)F)CC1(O)C(F)F (stereo unspecified) | i | i | -0.6
CCc1nnc(NS(=O)(=O)c2ccc(NC(=O)c3cccc(Cl)c3)cc2)s1 | i | i | -0.43
Cc1ccc(C2C3=C(CC(C)(C)CC3=O)N=C3c4ccccc4C(=O)C32)cc1 (stereo unspecified) | i | i | 0.76
COC(=O)c1ccc(NC(=O)Nc2ccc(F)cc2)cc1 | i | i | 0.01
CC(C)C[C@H]1COCCS(=O)(=O)N1Cc1cccc(Cl)c1 | i | i | -1.4
CN(C)c1ccc(/C=N/NS(=O)(=O)c2ccc(Br)cc2)cc1 | i | i | 1.9
Oc1cc2c(cc1O)C(c1ccccc1)CNCC2 (stereo unspecified) | i | i | -0.84
COc1cc2c(cc1NC(=O)C(C)OC(=O)/C=C/c1ccc(OC(F)F)cc1)oc1ccccc12 (stereo unspecified) | i | i | -1.2
C[C@@H]1CN(Cc2nc(-c3ccc(Cl)cc3)no2)C[C@H](C)O1 | i | i | 0.63
